Eya2 inh: blocks the phosphatase activity of human Eya2. O00167. 330,000 tested, 0.006% active. AID 488837. Potency, µM (top dose mostly 76.9 µM), for the others: at the highest dose activity, negative = inhibition, actives largely listed as inhibitors. recombinant Eya2, OMFP fluorescence dephosphorylation (OMFP is methylfluorescein phosphate); further: potency means the concentration at half of the fitted maximal effect; on the % scale 0 is the no-effect control and ±100 the full control effect
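Eya2 protein (added as 0.2 uM solution) was preincubated with compound for 10 min at ambient temperature in 50 mM HEPES pH 7.5, 50 mM NaCl, 5 uM MgCl2, 0.05% BSA, 1 mM DTT. OMFP (added at 50 uM) then reacted 10 min; fluorescence read at 485/525 nm.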
Menin-MLL TR inh: menin-MLL binding inhibition, Texas Red mutant peptide | Potency, µM (series often up to 61.6 µM), for inactives: top-dose FP activity change, negative = inhibition, hits mostly inhibitors | 270,000 tested, 0.23% active | O00255 | Menin + Texas Red MLL mutant peptide, fluorescence polarization | AID 1768; active means well fitted inhibition curve with a large enough effect in the polarisation, with a control signal flat, not every such curve was filed as active; inconclusive means small, poorly fitted or top-dose-only effect, or effect the other way, or a change in a side signal; inactive means no such curve, though single readings can be large or run the other way; the % refers to the polarisation; further: potency means the concentration at half of the fitted maximal effect; % of control where 0% means no effect; many of its hits are not listed in these tables
hERG WT inh: KCNH2 (human, wildtype) channel inhibition; Q12809; U2OS, BacMam KCNH2, thallium flux FluxOr; stronger effect = lower value; activity change, % at 1.84 µM; 340,000 tested, 0.37% active; AID 720551;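 active means maximum activity change below -70%; inconclusive means maximum activity change between -70% and -50%; inactive means maximum activity change above -50%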; further: on the % scale 0 is the no-effect control and ±100 the full control effect
Target sequence (Q12809 whole entry, looked up): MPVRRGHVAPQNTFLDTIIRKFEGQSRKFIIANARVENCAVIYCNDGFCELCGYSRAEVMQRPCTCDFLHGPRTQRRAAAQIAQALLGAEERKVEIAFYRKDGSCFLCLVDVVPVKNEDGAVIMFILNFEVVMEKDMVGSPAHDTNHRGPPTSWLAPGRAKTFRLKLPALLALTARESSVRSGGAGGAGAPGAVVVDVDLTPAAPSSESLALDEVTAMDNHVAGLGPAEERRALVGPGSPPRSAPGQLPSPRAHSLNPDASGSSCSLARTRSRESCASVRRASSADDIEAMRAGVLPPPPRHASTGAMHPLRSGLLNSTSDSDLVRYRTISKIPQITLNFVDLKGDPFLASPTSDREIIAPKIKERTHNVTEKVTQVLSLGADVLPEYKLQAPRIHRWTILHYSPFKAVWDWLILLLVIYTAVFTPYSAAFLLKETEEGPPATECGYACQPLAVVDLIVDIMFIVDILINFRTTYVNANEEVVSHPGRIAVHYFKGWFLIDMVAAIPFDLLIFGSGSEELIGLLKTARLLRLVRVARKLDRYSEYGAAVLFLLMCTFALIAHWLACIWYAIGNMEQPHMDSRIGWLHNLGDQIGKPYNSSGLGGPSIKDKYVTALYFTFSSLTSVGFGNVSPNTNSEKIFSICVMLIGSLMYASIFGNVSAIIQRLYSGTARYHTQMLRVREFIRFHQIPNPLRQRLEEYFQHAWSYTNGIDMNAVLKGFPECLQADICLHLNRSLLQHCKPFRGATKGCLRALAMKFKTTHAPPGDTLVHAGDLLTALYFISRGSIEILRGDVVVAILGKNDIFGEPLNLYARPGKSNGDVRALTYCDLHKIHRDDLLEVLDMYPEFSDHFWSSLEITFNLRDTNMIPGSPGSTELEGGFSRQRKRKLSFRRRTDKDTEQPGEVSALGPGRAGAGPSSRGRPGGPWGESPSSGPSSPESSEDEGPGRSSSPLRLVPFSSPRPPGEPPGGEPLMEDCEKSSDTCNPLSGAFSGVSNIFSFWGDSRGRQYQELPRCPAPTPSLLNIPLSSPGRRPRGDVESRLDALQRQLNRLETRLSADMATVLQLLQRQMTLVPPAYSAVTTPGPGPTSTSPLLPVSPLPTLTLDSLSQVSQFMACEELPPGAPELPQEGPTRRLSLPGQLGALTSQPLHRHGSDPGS
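U2OS cells were transduced with wild-type KCNH2 virus (2.03 x 10^8 / mL) for 4 h at room temperature, then cultured overnight at 37 C. Thallium flux was read with FluxOr dye. Rate constants were normalized to DMSO controls.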
MBNL1 CUG block: blocks human MBNL1 binding to CUG repeat RNA. Potency, µM (titrated, usually from 57.5 µM), for the others: at the top dose activity change, negative = inhibition, hits mostly inhibitors. Q9NR56. TR-FRET MBNL1-His/biotin-(CUG)12 binding, 665/545 ratio. 280,000 tested, 0.036% active; active means well fitted inhibition curve with a large enough effect in the signal ratio, with a control signal flat, not every such curve was filed as active; inconclusive means small, poorly fitted or top-dose-only effect, or effect the other way, or a change in a side signal; inactive means no such curve, though single readings can be large or run the other way; the % refers to the signal ratio; further: potency means the concentration at half of the fitted maximal effect; on the % scale 0 is the no-effect control and ±100 the full control effect
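Inhibition of protein-RNA binding appears as loss of TR-FRET between terbium anti-His antibody on MBNL1-His and streptavidin-XL665 on biotin-(CUG)12. Activity is normalized to buffer-only and uninhibited-complex controls.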
TSHR antagonist: human thyrotropin receptor antagonism; P16473; activity change, negative = inhibition, % at 11.5 µM; 330,000 tested, 0.2% active; TSHR-expressing cells, TSH-stimulated cAMP HTRF, 2 h; stronger effect = lower value;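 active means activity change below a set negative limit, meaning inhibition stronger than a set level, cut at about -70% in these data; inconclusive means activity change between two set negative limits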; further: on the % scale 0 is the no-effect control and ±100 the full control effect
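TSHR-expressing cells, 200/well, pre-treated with compound, then stimulated with EC80 TSH (4nM final) for 2 hours at 37 deg C. cAMP measured by competitive HTRF: anti-cAMP cryptate antibody in lysis buffer plus cAMP-d2, read after 30 minutes at room temperature.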
S-ASM inh: human S-ASM enzyme inhibition | P17405 | placental ASM, HMU-PC fluorogenic substrate, 60 min | Potency, µM (series often up to 57.5 µM), for inactives: at the highest dose activity change, negative = inhibition, actives largely listed as inhibitors | 340,000 tested, 0.006% active; further: potency means the concentration at half of the fitted maximal effect
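Fluorogenic HMU-PC substrate (9 uM final) is turned over by placental ASM in 60 min at 37 C after a 10 min compound preincubation. Reaction ended by alkaline stop (pH 10), with fluorescence read at 386/447 nm.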
Chronic BCR inh: blocks chronic active B-cell receptor signaling | 340,000 tested, 0.05% active | Potency, µM (doses to about 46.1 µM), inactives show at the highest dose ratio change, negative = lower green/red ratio, hits mostly inhibitors | ABC-DLBCL IkBa-CBG/CBR reporter, luminescence ratio, 4 h; active means well fitted inhibition curve with a large enough effect in the signal ratio, with a control signal flat, not every such curve was filed as active; inconclusive means small, poorly fitted or top-dose-only effect, or effect the other way, or a change in a side signal; the % refers to the signal ratio;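 further: potency means the concentration at half of the fitted maximal effect; plate controls were basal doxycycline-induced cells for no effect and cells given 10 µM MG132 for full effect; MG132 reads +100%, hits lower the ratio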
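TMD8 ABC-DLBCL cells carrying doxycycline-inducible green luciferase fused to IkappaBalpha plus unfused red luciferase were exposed to compounds (up to 46 uM) for 4 hrs at 37C. Activity came from the overlap-corrected green/red luminescence ratio.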
Mito fusion act: inhibitors of mitochondrial division or activators of mitochondrial fusion | Potency, µM (highest dose often 46.1 µM), for the others: top-dose growth rescue (activation), usual class: activators | S. cerevisiae fusion-defective mutant growth rescue, CellTiterGlo 48 h | 320,000 tested, 0.23% active;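 further: potency means the concentration at half of the fitted maximal effect; % of control where 0% means no effect; nearly all actives have a fitted effect of over 45% in size; temperature-sensitive fusion mutants such as fzo1-1 at 37 °C on non-fermentable ethanol glycerol medium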
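Read-out: ATP-based luminescence (CellTiterGlo, 10 min ambient) reporting growth of fusion-defective ts yeast after 48 hours at 37C on glycerol/ethanol YPEG medium in the presence of compound.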
PKM2 act: activators of human pyruvate kinase M2; AID 1631; 260,000 tested, 0.34% active; P14618; purified PKM2, Kinase-Glo ATP luminescence, activation; response scale: 0% is enzyme alone, no compound; Potency, µM (top dose mostly 57.5 µM), for inactives: at the top dose activation, most hits filed as activators; further: potency means the concentration at half of the fitted maximal effect; on the % scale 0 is the no-effect control and ±100 the full control effect; nearly all actives have a fitted effect of over 55% in size
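Purified hPK-M2 (>95% pure) converted ADP (0.1 mM final) to ATP with 0.5 mM PEP in 50 mM imidazole pH7.2, KCl, MgCl2, Tween 20, BSA; 1 h at room temperature. ATP detected by Kinase-Glo luminescence.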
GALK inhibitor: galactokinase (human) inhibition; P51570; Purified GALK, Kinase-Glo residual ATP luminescence; Potency, µM (doses to about 57.5 µM), inactives show top-dose activity change, negative = inhibition, most hits filed as inhibitors; 270,000 tested, 0.007% active; further: potency means the concentration at half of the fitted maximal effect; on the % scale 0 is the no-effect control and ±100 the full control effect
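Compounds were pin-transferred into ATP buffer (35 uM final), then GALK plus galactose (5 nM, 100 uM final) was added. After 1 h at room temperature, Kinase-Glo Plus was added and luminescence read after 10 min.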
USP2a block: inhibitors of human ubiquitin-specific protease USP2a. USP2 core, Ub-CHOP2 coupled fluorogenic reporter, 485/531. Potency, µM (highest dose often 38.3 µM), inactives show at the highest dose activity change, negative = inhibition, actives largely listed as inhibitors. 330,000 tested, 0.01% active;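 further: potency means the concentration at half of the fitted maximal effect; plate controls were DMSO wells for no effect and full inhibition by NEM control for full effect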
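Cell-free coupled assay: 10nM USP2 core preincubated 30min RT with compound in Tris-HCl pH 8.0/CaCl2/CHAPS buffer, then 25nM Ub-CHOP2 and 25nM reporter substrate; fluorescence (Ex 485/Em 531) read after 60min RT, normalized to NEM inhibition, concentration-response curves fitted.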
* marks the source's active call; other numbers are inactive results; i = inactive; ? = inconclusive; / = no result given; & = joins results of further samples; [ ] = remark or other dose. Unless noted, the call rests on the fitted dose curve; in most records, active means well fitted curve in the direction sought with a large enough effect; inconclusive means small, poorly fitted or top-dose-only effect, or another doubt; inactive means no such curve, though single readings can be large; an effect the other way counts as inactive or inconclusive. The list is partial; count on the stated rates, not on these rows.

Fields: Eya2 inh	Menin-MLL TR inh	hERG WT inh	MBNL1 CUG block	TSHR antagonist	S-ASM inh	Chronic BCR inh	Mito fusion act	PKM2 act	GALK inhibitor	USP2a block
[1] Cc1cccc(NC(=S)N(CCN2CCOCC2)Cc2cc3cc4c(cc3[nH]c2=O)OCO4)c1
    -1%	-5%	-4	23%	-13	14%	-9%	-3%	-1%	-2%	-1%
[2] COc1ccc(C(=O)Cc2ccc(F)cc2)c(OC)c1
    0%	-17%	2	/	-9	4%	?	2%	0%	-3%	-1%
[3] C/C(=N\NC(=S)NCCc1ccccc1)c1cccs1
    1%	1%	5	/	9	-1%	?	?	-4%	1%	-2%
[4] FC(F)(F)c1cc(-c2ccco2)nc(NCCc2ccccc2)n1
    -18%	15%	5	-1%	-2	6%	?	-3%	-6%	/	1%
[5] CN(Cc1nc(CCc2ccccc2)no1)Cc1cccs1
    -1%	-3%	-2	3%	-17	1%	?	-5%	-4%	-3%	9%
[6] CCOCCCNC(=O)c1c(N)n(-c2ccc(S(N)(=O)=O)cc2)c2nc3ccccc3nc12
    18%	13%	2	?	36	/	-1%	1%	-14%	-3%	1%
[7] O=C(NCc1ccccc1)C1CCCN(S(=O)(=O)c2ccc(-n3cnnn3)cc2)C1 (stereo not drawn)
    -5%	-2%	-15	-7%	-2	-3%	-1%	3%	/	0%	-1%
[8] O=C(CSc1c[nH]c2ccccc12)N1CCOCC1
    7%	-25%	-5	10%	10	-1%	0%	1%	9%	0%	-1%
[9] COCCCN(C(=O)C(C)Oc1ccc(Br)cc1)c1c(N)n(Cc2ccccc2)c(=O)[nH]c1=O (stereo not drawn)
    13%	/	-5	/	3	12%	-2%	-4%	/	/	3%
[10] CCCOc1ccc(-c2c(C(=O)N/N=C(\C)c3ccco3)nnn2-c2nonc2N)cc1
    -2%	-4%	2	-1%	9	-2%	-2%	-5%	/	-10%	3%
[11] Cc1ccc2nc(N/C(N)=N/S(=O)(=O)c3ccc([N+](=O)[O-])cc3)nc(C)c2c1
    -14%	2%	3	/	8	-7%	9%	10%	-5%	0%	0%
[12] O=C(NCC1CC1)NC(=O)c1c(F)cccc1Cl
    6%	20%	-14	-4%	-3	-1%	-5%	-8%	-4%	4%	3%
[13] Nc1nc(COc2ccc(Cl)cc2)cs1
    1%	11%	-3	1%	-4	4%	-23%	-13%	3%	-1%	2%
[14] Cc1ccc(S(=O)(=O)/N=C(/Sc2ccccc2C(=O)O)c2ccccc2)cc1
    -2%	/	-3	-3%	14	-2%	-3%	1%	/	4%	0%
[15] COc1ccccc1OCC(=O)NCC(c1cccs1)N1CCOCC1 (stereo not drawn)
    11%	1%	-6	-7%	7	4%	4%	3%	-14%	6%	0%
[16] CCn1ncc(Cl)c1C(=O)Nc1ccc2c(c1)CCC2
    -8%	12%	/	1%	-14	/	?	-2%	-8%	-4%	4%
[17] CN(C(=O)c1ccccc1C(=O)OCC(=O)c1ccc(Br)cc1)c1ccccc1
    -2%	/	-13	/	1	-1%	-4%	7%	/	/	-8%
[18] COc1ccccc1CNc1nc(-c2cc(C)n(C)c2C)cs1
    -1%	-10%	2	-2%	-5	-5%	0%	-6%	-2%	5%	-30%
[19] CCCCNC(=NCc1cccc(C(F)(F)F)c1)Nc1ccccc1
    4%	-20%	33	-4%	1	-1%	?	-35%[inhibitor]	/	-1%	-1%
[20] CCN(CCn1cccn1)C(=O)C1CCC(=O)N(CCc2cccc(F)c2)C1 (stereo not drawn)
    7%	/	3	-4%	40	-2%	1%	10%	-6%	7%	1%
[21] O=c1c2ccccc2cnn1-c1ccc(Cl)cc1
    -2%	-5%	3	-1%	-14	-1%	-7%	11%	-2%	-1%	5%
[22] COc1ccccc1CNC(=O)CCCC(=O)n1ncc2cc(C)ccc21
    11%	1%	-1	11%	-7	7%	?	-1%	-3%	/	1%
[23] Cc1cccc(C(=O)/C=C2/c3ccccc3CC(C)(C)N2C)c1
    -33%	-8%	-5	1%	-10	-7%	5%	6%	-7%	-1%	-2%
[24] Cc1cc2c(NC(=O)Nc3ccc(F)cc3)cccc2nn1
    -15%	/	2	?	14	-2%	-1%	-21%	5%	2%	0%
[25] CN(C)C(=O)c1sccc1Oc1ccc(F)cc1[N+](=O)[O-]
    7%	-1%	2	/	-4	2%	2%	-2%	2%	1%	0%
[26] Nc1c(C(=O)Nc2cccc(F)c2)nnn1-c1cccc(C(F)(F)F)c1
    9%	0%	1	5%	-3	-2%	18%&8%	?	-5%	-2%	-1%
[27] COc1cc(C(=O)O)c2ccccc2n1
    8%	13%	18	-11%	4	3%	-2%	0%	-3%	7%	-2%
[28] COc1ccc(C2CC(=O)c3cnc(NC(=O)c4ccccc4)nc3C2)c(OC)c1 (stereo not drawn)
    22%	-9%	-6	-2%	-6	-3%	0%	13%	0%	-4%	0%
[29] O=C(Nc1ccc(Cl)cc1Cl)c1ccc2c(c1)OCCO2
    6%	/	-1	/	-13	10%	?	12%	/	/	-1%
[30] COc1ccc2nc(N3C(=O)CC(Cc4ccc(Cl)cc4)C3=O)sc2c1 (stereo not drawn)
    -13%	-12%	2	-13%	-20	-4%	?	-2%	6%	-3%	-7%
[31] Cc1ccc(N2C(=NC(=O)c3ccccc3)SC3CS(=O)(=O)CC32)cc1 (stereo not drawn)
    -4%	/	-4	41%[activator]	-12	0%	1%	2%	0%	-2%	-2%
[32] Cc1occc1C(=O)Nc1sc2c(c1C(N)=O)CCCCC2
    -28%	-11%	3	8%	/	0%	0%	22%	2%	0%	5%
[33] C[C@]12c3[nH]c4cc(-c5ccco5)ccc4c3CCN1C(=O)[C@@H](CC(=O)NCc1cccc(C(F)(F)F)c1)C[C@@H]2C(=O)N1CCOCC1
    6%	/	-6	/	-5	-8%	-19%	/	/	/	0%
[34] COc1ccc(NC(=O)COC(=O)Cc2c[nH]c3ccccc23)cc1Cl
    1%	/	-1	/	-19	-17%	-1%	/	/	/	2%
[35] CC(C)c1ccc(C(C)NC(=O)C2CCCC2)cc1 (stereo not drawn)
    -12%	-8%	3	-13%	28	-1%	-1%	2%	-3%	-3%	-1%
[36] CCOC(=O)c1c(NC(=O)CSc2nc3ccccc3c(=O)n2-c2ccc(F)cc2)sc(C(C)=O)c1C
    9%	6%	-4	-4%	13	4%	-1%	-1%	-10%	2%	3%
[37] CC(=O)Nc1ccc(NC(=O)CSc2nc(C)nc3sc(C)c(C)c23)cc1
    5%	?	4	-4%	34	-7%	?	-5%	-1%	-1%	9%
[38] CO/N=C/NC(=O)NOCc1ccc(Cl)cc1Cl
    -24%	/	5	-11%	5	-2%	5%	-5%	-12%	0%	2%
[39] Cc1ccccc1OCC(=O)Nc1ccccc1N1CCC(C)CC1
    -2%	?	-8	2%	-4	-5%	-1%	1%	8%	0%	-1%
[40] COc1ccc(CNC(=O)CN(C(=O)c2snc(C(N)=O)c2N)c2ccc(F)cc2)cc1
    -1%	?	-1	21%	-10	264%[activator]	1%	-22%	2%	2%	2%
[41] CC(=O)c1ccccc1OC(=O)CCN1C(=O)c2ccccc2C1=O
    2%	1%	i	14%	-5	-3%	-2%	-5%	?	2%	2%
[42] Cc1ccc(N2CCN(S(=O)(=O)N3CCCCCC3)CC2)cc1Cl
    -1%	?	-29	1%	-13	3%	1%	-1%	-5%	-1%	1%
[43] Cc1ccc(NC(=O)NNC(=O)c2ccccc2)cc1
    2%	28%	2	-5%	3	1%	?	-2%	-1%	-1%	10%
[44] CCn1c(=O)n(CC(=O)NCc2ccco2)c(=O)c2ccccc21
    -6%	-8%	-6	6%	3	1%	?	0%	-7%	-2%	1%
